Source: PubChem BioAssay
GLP-1R agonist – qHTS of GLP-1 Receptor Agonists | Glucagon-like peptide 1 receptor (Homo sapiens), P43220 | HEK293 GLP-1R CRE-luciferase, luminescence, 4-6 h; cells express a hypersensitive GLP-1R form | Potency, µM (highest dose often 45.6 µM), inactives show top-dose activation, hits mostly activators | 380,000 compounds, 0.007% hits | AID 624172, 2012; further: potency means the concentration at half of the fitted maximal effect; % of control where 0% means no effect
PTHR1 ag – qHTS for PTHR1 Agonists: Primary Screen | Parathyroid hormone/parathyroid hormone-related peptide receptor (Homo sapiens), Q03431 | HEK293 GP2 PTHR1 cells, GloSensor cAMP luminescence, 1 h | Potency, µM (doses to about 115 µM), for inactives: at the top dose activation, usual class: activators | 410,000 compounds, 0.075% hits; further: potency means the concentration at half of the fitted maximal effect; nearly all actives have a fitted effect of over 55% in size; some results filed as inactive show a strong effect at the top dose; inactives centre near -15; many of its hits are not listed in these tables
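HEK-293-derived GP2 cells expressing PTHR1 and a GloSensor cAMP reporter, 3,000/well, plated overnight, given luciferin plus IBMX (each 0.5 mM as added) for 1 h at 37 °C, then compound for 1 h at 37 °C. Luminescence was read after 15 min at room temperature.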
GLP1R inv ag – qHTS of GLP-1 Receptor Inverse Agonists (Inhibition Mode) | Glucagon-like peptide 1 receptor (Homo sapiens), P43220 | HEK293 GLP-1R CRE-luciferase, luminescence, 24 h; GLP-1R form is constitutively active | Potency, µM (top dose mostly 38.3 µM), without a hit: at the top dose activity change, negative = inhibition, hits mostly inhibitors | 410,000 compounds, 1.6% hits | AID 624417, 2012; further: potency means the concentration at half of the fitted maximal effect; on the % scale 0 is the no-effect control and ±100 the full control effect; nearly all actives have a fitted effect of over 55% in size
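Luminescence readout: a drop in cAMP-driven luciferase signal flags inverse agonism at a constitutively active GLP-1R stably expressed in HEK293. Compound exposure lasted 24 hr at 37 deg C, 5% CO2.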
EPAC1 antagonist – qHTS for Antagonist of cAMP-regulated guanine nucleotide exchange factor 3 (EPAC1): primary screen; Rap guanine nucleotide exchange factor 3 (Homo sapiens), O95398; EPAC1 GEF assay, Rap1b-BODIPY-GDP exchange fluorescence; Potency, µM (highest dose often 115 µM), for the others: top-dose activity change, negative = inhibition, most hits filed as inhibitors; 360,000 compounds, 0.14% hits;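 further: potency means the concentration at half of the fitted maximal effect; plate controls were vehicle for no effect and positive control for full effect; nearly all actives have a fitted effect of over 50% in size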
PI5P4Ka inh – qHTS for Inhibitors of phosphatidylinositol 5-phosphate 4-kinase (PI5P4K); Phosphatidylinositol 5-phosphate 4-kinase type-2 alpha (Homo sapiens), P48426; PI5P4Kalpha enzyme, ADP-Glo luminescence, 60 min; stronger effect = lower value; max response, %; 330,000 compounds, 1.2% hits; AID 652105, 2013; active means max response of -50% or lower; inconclusive means between -30% and -50%; inactive means -30% or higher; further: value at the top dose of about 77 µM; on the % scale 0 is the no-effect control and ±100 the full control effect
Target sequence (P48426 whole entry, looked up): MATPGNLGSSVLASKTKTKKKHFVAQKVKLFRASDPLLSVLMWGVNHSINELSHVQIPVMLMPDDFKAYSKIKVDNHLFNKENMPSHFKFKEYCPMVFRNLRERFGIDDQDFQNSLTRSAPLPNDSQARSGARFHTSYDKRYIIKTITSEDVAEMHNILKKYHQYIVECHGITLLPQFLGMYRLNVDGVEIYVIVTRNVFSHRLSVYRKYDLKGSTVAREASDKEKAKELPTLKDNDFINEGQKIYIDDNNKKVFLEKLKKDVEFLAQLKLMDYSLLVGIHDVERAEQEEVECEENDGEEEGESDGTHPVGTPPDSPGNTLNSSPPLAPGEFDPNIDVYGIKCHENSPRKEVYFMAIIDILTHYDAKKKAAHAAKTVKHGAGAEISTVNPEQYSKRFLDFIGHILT
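ADP-Glo luminescence end-point read after a 60 min room-temperature kinase reaction of PI5P4Kalpha plus substrate, initiated with ATP at 5 microM final. Buffer: 0.038 M HEPES pH 7.4, EGTA, 0.1% CHAPS, 5% DMSO.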
GLP1R cytotox – qHTS of GLP-1 Receptor Inverse Agonists: Cytotox Screen. HEK293 cAMP-luciferase reporter cells, luminescence, 24 h. Potency, µM (titrated, usually from 38.3 µM), for the others: at the top dose activity change, negative = inhibition, most hits filed as inhibitors. 410,000 compounds, 0.13% hits. AID 624418, 2012;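 further: loss of luciferase light is scored as toxicity; potency means the concentration at half of the fitted maximal effect; on the % scale 0 is the no-effect control and ±100 the full control effect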
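MLSMR compounds, 24 hr on cells at 37 deg C/5% CO2; luminescence after luciferase reagent (12 min RT). Inhibition counted as the undesired cytotoxic outcome.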
EPAC1 ag – qHTS for Agonist of cAMP-regulated guanine nucleotide exchange factor 3 (EPAC1): primary screen; Rap guanine nucleotide exchange factor 3 (Homo sapiens), O95398; EPAC1 agonist qHTS, biochemical assay; response scale: 100% = response to 6.5 mM cAMP; Potency, µM (titrated, usually from 154 µM), for the others: top-dose activation, actives largely listed as activators; 360,000 compounds, 0.073% hits; further: potency means the concentration at half of the fitted maximal effect; nearly all actives have a fitted effect of over 60% in size
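Fluorescent GDP-exchange assay: 100 nM EPAC1 with 250 nM Rap1B preloaded with BODIPY-GDP and 50 uM GDP; compounds tested as concentration series, 5 min at room temperature, then read every 5 min for 30 min (ex 480/em 540 nm); normalized to 6.5 mM cAMP.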
IL2 activator – qHTS of IL-2 Activators; 360,000 compounds, 0.065% hits; activation, % (series mostly up to about 46 µM); IL-2 activation reporter assay, cell-based qHTS; stimulated with anti-CD3/CD4/CD28 beads; in transgenic mouse T cells; in the data active means activation above about 50%; inconclusive means mostly about 30% to 49%; further: 0% is about no effect
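Readout is EGFP and DsRed signal by fluorescent plate cytometry after 18 h at 37 degrees C. Transgenic mouse T cells (750/well) received compound for 60 min before bead stimulation (anti-CD3, anti-CD4, anti-CD28); memory T cells served as non-tolerant control.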
PLK1 PBD inh – qHTS for Inhibitors of PLK1-PDB (polo-like kinase 1 - polo-box domain): Primary Screen | 360,000 compounds, 2.8% hits | Plk1 PBD binding of FITC phosphopeptide, fluorescence polarization | Serine/threonine-protein kinase PLK1 (Homo sapiens), P53350 | Potency, µM, without a hit: max response, negative = inhibition, usual class: inhibitors; further: potency means the concentration at half of the fitted maximal effect; series mostly up to about 57 µM; on the % scale 0 is the no-effect control and ±100 the full control effect; nearly all actives have a fitted effect of over 65% in size
Target sequence (P53350 whole entry, looked up, the tested form may be a part): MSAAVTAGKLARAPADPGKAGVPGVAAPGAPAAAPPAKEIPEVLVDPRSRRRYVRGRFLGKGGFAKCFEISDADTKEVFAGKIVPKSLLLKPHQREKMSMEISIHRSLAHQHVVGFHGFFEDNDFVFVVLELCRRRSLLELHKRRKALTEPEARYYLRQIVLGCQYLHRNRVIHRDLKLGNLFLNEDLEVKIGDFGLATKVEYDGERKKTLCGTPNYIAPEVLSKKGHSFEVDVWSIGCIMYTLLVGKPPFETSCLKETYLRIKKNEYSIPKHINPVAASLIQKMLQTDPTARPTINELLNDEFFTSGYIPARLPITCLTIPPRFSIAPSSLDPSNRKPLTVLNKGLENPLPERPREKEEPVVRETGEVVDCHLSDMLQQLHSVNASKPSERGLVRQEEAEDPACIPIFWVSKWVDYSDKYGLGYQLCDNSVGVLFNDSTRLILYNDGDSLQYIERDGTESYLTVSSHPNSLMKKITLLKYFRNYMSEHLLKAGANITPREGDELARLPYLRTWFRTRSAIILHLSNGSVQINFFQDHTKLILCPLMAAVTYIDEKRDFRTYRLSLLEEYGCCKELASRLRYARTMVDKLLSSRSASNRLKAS
* = called active by the depositor; i = inactive; ? = inconclusive; / = no result given; [ ] = remark or other dose. Unless noted, the call rests on the fitted dose curve; in most records, active means well fitted curve in the direction sought with a large enough effect; inconclusive means small, poorly fitted or top-dose-only effect, or another doubt; inactive means no such curve, though single readings can be large; an effect the other way counts as inactive or inconclusive. An excerpt (hit frequency here may not be typical).

SMILES	GLP-1R agonist	PTHR1 ag	GLP1R inv ag	EPAC1 antagonist	PI5P4Ka inh	GLP1R cytotox	EPAC1 ag	IL2 activator	PLK1 PBD inh
O=[N+]([O-])c1ccc(N2CCN(S(=O)(=O)c3ccc(Cl)cc3)CC2)cc1NCc1cccnc1	-4%	i	17%	-5%	-3	-6%	0%	0.3	?
CCOc1ccc(S(=O)(=O)N(C)c2ccc(OCC(=O)Nc3nc(-c4cc(OC)ccc4OC)cs3)cc2)cc1	-3%	i	14%	-4%	10	-2%	11%	-0.1	2%
O=C(O)c1ccccc1C(=O)N1CCN(c2cccc(Cl)c2)CC1	-8%	i	-11%	1%	3	-1%	0%	-1.2	-11%
CC(C)N1C(=O)CSC1c1ccc(Br)cc1 (stereo not given)	12%	i	2%	?	-10	-2%	2%	0.3	-23%
CCCCCCCCC(=O)N1CCN(c2cc3c(cc2F)c(=O)c(C(=O)O)cn3CC)CC1	-1%	i	-23%	20%	3	5%	9%	-1.5	-2%
COc1ccc(Cl)cc1C(=O)OCC(=O)N(C)CC(=O)Nc1ccc(F)cc1	-3%	-36%[inhibitor]	-26%	-14%	-4	-18%	0%	-1.5	-6%
O=[N+]([O-])c1ccc(COc2ncnc3ccccc23)cc1	6%	-23%	-21%	-13%	-12	3%	3%	0.1	-5%
O=C(Oc1ccccc1)c1ccc(-n2cnnn2)cc1	-13%	?	?	-7%	4	?	5%	-1.5	1%
COc1cc2[nH]c3c(=O)n(CCN4CCOCC4)cnc3c2cc1OC	0%	-7%	25%	-9%	-5	21%	-6%	-1.6	-6%
Cc1ccc(OCCC(=O)N(CCC(C)C)c2c(N)n(Cc3ccccc3)c(=O)[nH]c2=O)cc1	-2%	i	-18%	30%	-13	-1%	-3%	-5.3	-10%
CCOc1ccc(C(=O)OCC(=O)N(Cc2ccccc2)Cc2ccccc2)cc1OC	5%	-44%[inhibitor]	10µM*	4%	2	-10%	12%	-5.2	6%
Cc1cc(=O)cc(C)n1-c1ccc(Cl)cc1	-20%	i	-7%[0.307 µM]	5%	-7	-4%[0.307 µM]	11%	-0.7	-14%
O=C(N/N=C/c1ccc([N+](=O)[O-])o1)c1cn(-c2ccccc2)nc1-c1ccc(F)cc1	1%	i	-5%	-3%	?	-5%	4%	-0.5	-5%
CC(C)N1C(=O)CCC1C(=O)NCCc1ccccc1 (stereo not given)	-17%	i	54%[activator]	9%	/	9%	2%	-0.5	-5%
COc1ccc(S(=O)(=O)Nc2nnc(C(C)C)s2)cc1	2%	i	4%	-3%	-8	-8%	-4%	-2.0	?
Cn1cc(NC(=O)Nc2ccc(C(F)(F)F)cc2)c(C(F)(F)F)n1	12%	1%	?	-14%	8	-4%	0%	2.5	0%
NC(=O)/C=C\c1cn(-c2ccccc2)nc1-c1ccc2c(c1)OCCO2	13%	-31%[inhibitor]	-31%	11%	-24	8%[1.53 µM]	7%	-0.6	-6%
O=C(CSc1nnc(-c2ccncc2)n1Cc1ccco1)N1c2ccccc2Sc2ccc(Cl)cc21	2%	-3%[57.5 µM]	0%	-20%	-29	9%	-3%	-0.2	-19%
N#Cc1c(C(F)(F)F)cc(-c2ccco2)nc1SCc1ccncc1	7%	i	-3%	6%	-2	207%[activator]	10%	1.3	-4%
CN(C)c1nc(N(C)C)nc(N(C)C)n1	-1%	2%	5%	-23%	5	10%	-1%	0.3	-15%
Cc1nc2c(-c3ccccc3)c(C)nn2c(C)c1CCC(=O)NCc1ccccc1Cl	-1%	-21%	4%	/	/	2%	/	/	/
C#CCOCCOCCOCCNc1nc(N2CCOCC2)nc(N2CCN(C(=O)[C@H](CCCCN)n3cc([C@@H](N)CO)nn3)CC2)n1	-3%	i	8%	-21%	0	9%	2%	0.3	-4%
COC(=O)c1ccc(NC(=S)N2CCN(Cc3cccc(C)c3)CC2)cc1	-10%	i	0%	-7%	/	-7%	10%	-2.9	-2%
O=C(NCCCSc1ccccc1)c1cc(Cl)ccc1O	-1%	-25%	?	-21%	21	-18%	9%	-4.8	-10%
CCCNC(=O)C1(C)CCCN(Cc2ccc3ccccc3c2)C1 (stereo not given)	-3%	-1%	-10%	22%	-2	6%	-4%	0.1	-4%

Individual results from the results shown:
C#CCOCCOCCOCCNc1nc(N2CCOCC2)nc(N2CCN(C(=O)[C@H](CCCCN)n3cc([C@@H](N)CO)nn3)CC2)n1 in EPAC1 antagonist is listed with -21%
COC(=O)c1ccc(NC(=S)N2CCN(Cc3cccc(C)c3)CC2)cc1 in GLP1R cytotox is listed with -7%
O=C(N/N=C/c1ccc([N+](=O)[O-])o1)c1cn(-c2ccccc2)nc1-c1ccc(F)cc1 in GLP1R cytotox is listed with -5%

Looked up by compound from the entries so far:
SMILES	GLP-1R agonist	PTHR1 ag	GLP1R inv ag	EPAC1 antagonist	PI5P4Ka inh	GLP1R cytotox	EPAC1 ag	IL2 activator	PLK1 PBD inh
N#Cc1c(C(F)(F)F)cc(-c2ccco2)nc1SCc1ccncc1	7%	i	-3%	6%	-2	207%[activator]	10%	1.3	-4%
O=C(Oc1ccccc1)c1ccc(-n2cnnn2)cc1	-13%	?	?	-7%	4	?	5%	-1.5	1%
COc1cc2[nH]c3c(=O)n(CCN4CCOCC4)cnc3c2cc1OC	0%	-7%	25%	-9%	-5	21%	-6%	-1.6	-6%
CCCCCCCCC(=O)N1CCN(c2cc3c(cc2F)c(=O)c(C(=O)O)cn3CC)CC1	-1%	i	-23%	20%	3	5%	9%	-1.5	-2%

(continued)
SMILES	GLP-1R agonist	PTHR1 ag	GLP1R inv ag	EPAC1 antagonist	PI5P4Ka inh	GLP1R cytotox	EPAC1 ag	IL2 activator	PLK1 PBD inh
O=C(c1cccc2ccccc12)C1CCCN(C(=O)CCc2cnccn2)C1 (stereo not given)	6%	-9%	2%	-12%	-4	-3%	1%	-0.2	2%
O=C(CSc1n[nH]c(-c2ccco2)n1)Nc1ccccc1	-12%	-22%	-2%	-1%	3	-5%	14%	-2.4	-8%
O=C1CCc2cc(S(=O)(=O)Nc3ccc(C(F)(F)F)cc3)cc3c2N1CC3	-2%	i	1%	6%	20	11%	-11%	-3.0	6%
NC(=O)c1ccccc1OCC(=O)NS(=O)(=O)c1ccccc1	10%	-10%	0%	-3%	/	3%	3%	1.1	-1%
O=C(COc1ccc(Br)cc1CO)Nc1ccccc1	-9%	-14%[57.5 µM]	0%	6%	-1	-15%	1%	-3.4	-6%
CC(C)c1ccccc1NC(=O)COc1ccc(C(=O)NCCc2ccccc2)cc1	1%	-24%	?	-7%	5	?	-6%	-1.8	5%
CCN1CCN(c2ccc(S(=O)(=O)N3CCOCC3)cc2NC(=O)c2ccc(F)cc2Cl)CC1	12%	i	3%	11%	4	1%	1%	-4.7	5%
CCOC(=O)C1CCCN(C(=O)c2cccc(S(=O)(=O)N3CCOCC3)c2)C1 (stereo not given)	5%	i	8%	?	2	-3%	8%	-1.3	-2%
O=C(CN1C(=O)NC(CCc2ccccc2)C1=O)N1CCCCCC1 (stereo not given)	-5%	-14%	-1%	5%	3	-5%	4%	-0.2	-6%
COc1cccc(C(=O)N(C)C(C)c2nc3ccccc3s2)c1 (stereo not given)	12%	i	?	-5%	1	-11%	1%	-0.7	-3%
CCCCN(C(=O)c1cc(S(=O)(=O)N2CCCCC2)ccc1Cl)c1c(N)n(CCC)c(=O)[nH]c1=O	7%	i	7%	7%	7	-12%	2%	-1.9	5%
Cc1ccc(NC(=O)CNc2ccc(Cl)cc2F)cc1	3%	0%	-11%	-19%	2	-7%	2%	-2.1	-2%
CCCc1nnc(NC(=O)CCC(=O)N2CCN(CCn3c(C)ccc3C)CC2)s1	-2%	i	7%	6%	3	-7%	-7%	-2.4	-7%
O=C(c1ccc(Cl)nc1)N1CCN(S(=O)(=O)c2ccc3c(c2)OCCO3)CC1	11%	-17%	-14%	-25%	-2	-5%	-9%	-0.1	-4%
CC1CCC(NC(=O)C2c3ccccc3C(=O)N2Cc2cccs2)CC1 (stereo not given)	-4%	i	0%	6%	1	0%	-2%	-1.3	-5%
CCOc1cc(N2CCOCC2)c(OCC)cc1NC(=O)CSc1n[nH]c(N)n1	8%	1%	45%[activator]	-2%	-7	18%	0%	1.0	0%
CCc1ccc(S(=O)(=O)NCCOc2cccc3cccnc23)cc1	8%	-19%	-28%	-12%	-6	-3%	-13%	-2.5	-8%
O=C(NCCCn1ccnc1)C1CC2CCC1C2 (stereo not given)	-4%	-1%	3%	-4%	-9	-8%	-2%	-1.1	-1%
Cc1ccc(S(=O)(=O)N/N=C\c2cccnc2)cc1	4%	-9%[57.5 µM]	0%	-2%	/	2%	-9%	-2.5	-11%

GLP1R inv ag: entries above that show a hit.
Molecule	GLP-1R agonist	PTHR1 ag	GLP1R inv ag	EPAC1 antagonist	PI5P4Ka inh	PLK1 PBD inh
CCOc1ccc(C(=O)OCC(=O)N(Cc2ccccc2)Cc2ccccc2)cc1OC	5%	-44%[inhibitor]	10µM*	4%	2	6%
